# Compound activity: PubChem BioAssay, several laboratories
# UTI89 phage lysis: protection from phage-mediated lysis, alamar blue read-out – E. coli UTI89, K1F phage, bacterial capsule biogenesis inhibitors (AID 488966) | hit rate 0.02% among 340,000 | E. coli UTI89 K1F phage lysis, alamar blue, 2 h; higher % means a stronger effect | inhibition, % at 100 µM; hits with a dose series show IC50 in µM;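 active = phage lysis inhibition, versus mean bacterial control, above a set limit; inconclusive = no clear call, values can overlap the other calls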;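 note: capsule biogenesis inhibitors block K1F phage lysis so surviving cells raise fluorescence; higher fluorescence means more inhibition of phage lysis; actives were called in the ten point dose series up to 300 µM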
# Autophagy HCS: autophagy modulation, high-content screen | calls only at 10 µM (by protocol) | hit rate 0.98% among 190,000 | MEF GFP-LC3 puncta imaging; test concentration mostly 10 µM;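 active = percentage of spot-positive cells more than 3 SD above its plate mean, without a fluorescence outlier flag or 80% toxicity; inconclusive = no clear call, values can overlap the other calls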;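 note: spot-positive cell cutoff set from DMSO-treated cells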
# MT stabilizer: microtubule stabilization, imaging screen; HeLa tubulin immunostaining HCS, 24 h; share of cells brighter than vehicle mean+2SD; % tubulin-high responders, % at 10 µM; hit rate 0.83% among 200,000;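 active = plate Z-score above 3 for both tubulin-high and condensed-nucleus cell shares, with cell loss under 80%, at 10 µM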;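 note: anti alpha tubulin signal scored within the nucleus-defined area of each cell; some results filed as inactive read as strong as hits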
# P. falciparum M17LAP: P. falciparum M17LAP inhibitors, primary screen, biochemical, fluorogenic H-Leu-NHMec substrate, 1536-well (AID 1619) | hit rate 0.38% among 220,000 | one-dose inhibition, % at 30 µM; IC50 in µM for titrated hits | recombinant M17LAP, H-Leu-NHMec fluorogenic kinetic assay; higher % means a stronger effect;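 active = compound inhibiting the enzyme by more than half at any dose during confirmatory dose-response retesting; inconclusive = strong single-dose inhibitors picked by rank but not retested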;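 note: plate controls were full reaction with DMSO carrier for no effect and no enzyme background for full effect; strong numbers were not always called active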
# Ins promoter up: MIN6 insulin promoter up-regulation; hit rate 0.3% among 190,000; AID 1625; MIN6 insulin promoter-GFP reporter, high-content imaging; stronger effect = higher value; z-score at 5 µM;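 active = z-score above 3 at 5 µM with at least 500 cells counted in the well; inconclusive = wells under 500 cells, flagged as cytotoxic or low count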
# CSM14.1 death rescue: protection against thapsigargin-triggered cell killing – 384-well, CSM14.1, ATP luminescence, primary screen (AID 1222); CSM14.1 thapsigargin-induced death rescue, ATP luminescence; higher % means a stronger effect; cellular ATP content (survival), % at 20 µM; hits with a dose series show EC50 in µM; 190,000 tested, under 10 active;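 active = EC50 below 50 µM in the dose-response confirmation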;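 note: death triggered by thapsigargin at about 15 µM added after 2 h compound pretreatment; cell ATP read after overnight thapsigargin exposure of roughly 18 to 22 hours; normalized against plate controls of thapsigargin alone and 5% DMSO vehicle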
# Dynein transport: dynein cargo transport inhibition; AID 1381; hit rate 0.47% among 220,000; 3617.4 mouse cells, GR-EGFP nuclear translocation imaging; test concentration mostly 20 µM; stimulated with dexamethasone, 1 µM; stronger effect = lower value; z-score, hits read low;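 active = plate z-score of nuclear minus cytoplasmic receptor signal below a set negative limit, without overly bright fluorescence or cell loss, cut at about -3.5 in these data, passing the limit was not always enough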;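 note: z-score of nuclear minus cytoplasmic ring GR-EGFP intensity difference per well; some compounds called inactive have numbers as strong as hits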
#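 Buffer or medium: tet-free, stripped-serum medium; reagent: dexamethasone at 1.0 µM final, 30 min; incubation: 48 h induction, 1 h compound, 30 min dex at 37 °C; measured by: formaldehyde fixation, Hoechst nuclear stain, 10x automated fluorescence imaging; read-out: nuclear-to-cytoplasmic GR-EGFP distribution per well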
# P. falciparum M1AAP: P. falciparum M1AAP inhibitors, biochemical, fluorogenic H-Leu-NHMec substrate, 1536-well (AID 1445); recombinant M1AAP, H-Leu-NHMec fluorogenic kinetic assay; higher % means a stronger effect; inhibition, % at 30 µM, or IC50 in µM where a hit was titrated; hit rate 0.42% among 220,000;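 active = primary inhibition above the hit cutoff, then over 50% inhibition at one or more dose response concentrations, cut at about 23% in these data, passing the limit was not always enough; inconclusive = conflicting primary data, or primary hits not chosen for dose response; inactive = low primary inhibition, or under 50% at every dose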;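 note: plate controls were DMSO full reaction for no effect and no enzyme background for full effect; strong numbers were not always called active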
# bCat nuc transl: beta-catenin nuclear translocation modulation. hit rate 0.3% among 190,000. nuclear translocation activity, % at 5 µM. HeLa beta-catenin nuclear translocation, immunofluorescence imaging. AID 1665;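 active = nuclear translocation activity above 50% at 5 µM, with a well cell count of 50 or more; inconclusive = wells under 50 cells across six images, flagged as toxic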;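 note: per-cell ratio of nuclear to cytoplasmic median beta-catenin stain intensity; plate controls were DMSO negative control for no effect and GSK-3 inhibitor IX positive control for full effect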
#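 Signal – beta-catenin immunofluorescence imaging with DAPI · Test system – human HeLa cell line · Dosing – 5 µM primary single dose, 0.1% DMSO, 0.02–20 µM confirmation series · Measure – % activation, nuclear-to-cytoplasmic median beta-catenin signal ratio per cell · Incubation – 24 h compound exposure at 37°C, 5% CO2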
# Dynein transport cytoplasmic EGFP: second read-out of Dynein transport, no call of its own (marks repeat the call); z-score; measured here: cytoplasmic GR-EGFP intensity; stronger effect = higher value
# Dynein transport nuclear GR-EGFP: also measured in Dynein transport; calls as there; z-score; measured here: nuclear GR-EGFP intensity;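 lower value marks the stronger effect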
# Dynein transport cell count: also measured in Dynein transport; calls as there; z-score; measured here: cell count per field
# Ins promoter up cell count: further read-out of Ins promoter up, marked with its call; cell count; measured here: cytotoxicity, nuclei count;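 total cells summed across four imaged fields per well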
# bCat nuc transl cell count 5 µM: recorded beside bCat nuc transl, whose call it bears; cell count; measured here: cell count, cytotoxicity flag
# MT stabilizer Hoechst-high %: second read-out of MT stabilizer, no call of its own (marks repeat the call); % Hoechst-high responders; measured here: nuclear condensation Hoechst responders;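 share of cells brighter than vehicle mean plus two SD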
# MT stabilizer cytotoxicity %: also measured in MT stabilizer; calls as there; toxicity, %; measured here: cytotoxicity by cell density;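 0% = mean cell density of plate MIN control wells and 100% = no cells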
# Autophagy HCS cell loss 18 h: recorded beside Autophagy HCS, whose call it bears; toxicity, %; measured here: cell loss, nuclei count;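 cell loss after 18 h compound exposure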
# Starred values were filed as active, the others as inactive; i = inactive; ? = inconclusive; . = not tested or not shown; + = active, no number; [ ] = another dose, or the depositor's remark.
SMILES,UTI89 phage lysis,Autophagy HCS,Autophagy HCS cell loss 18 h,MT stabilizer,MT stabilizer Hoechst-high %,MT stabilizer cytotoxicity %,P. falciparum M17LAP,Ins promoter up,Ins promoter up cell count,CSM14.1 death rescue,Dynein transport,Dynein transport cytoplasmic EGFP,Dynein transport nuclear GR-EGFP,Dynein transport cell count,P. falciparum M1AAP,bCat nuc transl,bCat nuc transl cell count 5 µM
CCOC(=O)Cc1c(C)nc2c(-c3ccc(Cl)cc3)cnn2c1C,-2.6%,i,-18,1.9,1.4,6.0,7%,-0.2,1393,-1.7%,-0.81,-0.32,-0.86,1.4,3%,0.0,1495
O=C(CSC1=NCCS1)N1CCCC1,0.4%,i,-5,3.4,2.6,2.7,4%,0.23,1195,-1.9%,-1,-0.14,-0.24,0.36,-1%,-5.3,940
CCc1nnc(NS(=O)(=O)c2ccc(NC(=S)NC(=O)/C=C/c3ccccc3)cc2)s1,-3.4%[50 µM],i,6,1.7,2.7,5.7,24%,0.3,1471,0.6%,-0.18,0.0084,0.39,-1.7,13%,2.0,1012
CC(=O)NCCNC(=O)c1ccc(-n2c(C)ccc2C)cc1,0.0%,i,4,5.8,1.5,6.8,-1%,-0.34,1199,0.9%,-0.036,-0.27,-0.24,0.29,0%,1.3,1119
O=C(Cn1nc(C(F)(F)F)c2c1CCCCC2)N1CCOCC1,2.1%,i,9,1.9,1.1,5.4,-4%,-0.12,1281,0.4%,-0.45,-0.24,-0.24,1.2,-6%,-0.5,1078
COc1cc(O)c(C(CC(=O)N2CCCC(C)C2)c2cc(OC)c(OC)c(OC)c2)c(OC)c1 (stereo unspecified),0.0%,.,.,.,.,.,-6%,.,.,.,-0.63,-0.77,-0.24,0.18,1%,1.7,1051
CC(=O)c1c(N2CCN(C)CC2)nc(=S)n(-c2cc(C)ccc2C)c1C,0.1%,i,19,3.3,1.5,7.1,2%,0.52,1643,0.7%,0.14,-0.24,0.76,-1,6%,0.8,868
Cc1ccc(-c2nnc(-n3ncc(C#N)c3N)c3ccccc23)cc1C,0.0%,i,6,5.7,3.0,9.9,1%,0.25,1538,-4.0%,0.31,-0.27,0.23,-0.34,8%,-0.9,1056
NC(=O)c1nnsc1-c1ccc(-c2snnc2C(N)=O)cc1,0.0%,.,.,.,.,.,0%,0.45,1326,.,0.41,-0.23,0.22,0.21,-1%,-1.0,1176
C/C(=N\NC(=O)C(c1ccccc1)c1ccccc1)c1ccccn1,7.0%,+,17*,3.1,2.8,2.1,4%,-1.4,879,-3.1%,-0.81,-0.28,-0.55,1.2,12%,.,.
O=C(Cc1ccc([N+](=O)[O-])cc1)Nc1nccs1,0.1%,.,.,.,.,.,4%,1.4,856,.,0.28,-0.23,0.59,0.46,6%,0.4,1323
CCOC(=O)CC1C(=O)NCCN1S(=O)(=O)c1ccc(Cl)cc1Cl (stereo unspecified),0.3%,i,1,1.4,2.4,8.9,-12%,3.3*,1346*,0.9%,0.67,-0.2,0.015,0.1,1%,-2.4,1402
CC(=O)N1CCC(C(=O)Nc2cc(C)cc(C)c2)CC1,-0.5%,.,.,.,.,.,-2%,-0.06,1404,.,0.48,-0.26,0.097,0.4,-2%,1.0,1118
CCCCC1OC2(C)OC(=N)C1(C#N)C(C#N)(C#N)C2c1ccccc1 (stereo unspecified),-1.4%[50 µM],i,6,4.1,3.3,6.7,-85%,0.28,1380,1.4%,-4.5*,0.42*,-1.8*,-0.57*,12%,0.0,1079
O=C(CNC(=O)c1ccc(S(=O)(=O)N2CCCCC2)cc1)N/N=C/c1ccco1,0.1%,i,0,6.0,0.7,8.1,0%,0.86,1207,-0.7%,-0.034,-0.26,-0.37,1.3,-1%,-2.8,1032
Cc1ccc2c(c1)c1c(n2CC(O)CN2C(=O)CNC2=O)C(=O)CCC1 (stereo unspecified),-3.4%,i,3,2.5,4.7,5.6,-42%,0.68,940,-0.4%,-0.31,-0.2,0.1,0.47,7%,.,.
O=C(NNC(=O)c1cccnc1SCc1cccc([N+](=O)[O-])c1)c1cccnc1,1.5%[50 µM],i,-1,1.4,1.3,0.9,7%,0.05,1421,-2.1%,-0.64,-0.24,-0.22,0.45,11%,0.0,1162
N=C(CC1CC(=O)NC(=O)C1)C1=C(O)CCCC1=O,1.3%[50 µM],i,29,6.5,2.9,8.8,12%,0.65,1485,-2.7%,0.059,-0.28,0.31,0.053,0%,-0.8,1015
N#Cc1c(NC(=O)CSc2nc(-c3ccco3)cc(C(F)(F)F)n2)sc2c1CCCC2,0.2%,i,3,3.9,2.2,0.4,-9%,-0.28,1823,1.1%,1.9,-0.021,1.4,-2.7,6%,-0.2,1125
COc1ccc(-c2cc(C(F)(F)F)nc(N3CCN(Cc4ccccc4)CC3)n2)cc1OC,-0.1%,i,7,3.6,2.9,5.9,3%,-0.39,1697,-1.0%,-0.64,-0.38,-0.28,1.1,7%,0.2,1384
O=C(Nc1ccccc1)N1CCN(Cc2ccc(Cl)cc2)CC1,0.3%,i,10,3.8,3.7,5.2,1%,-0.11,1340,1.0%,-1.8,-0.31,-0.18,1.1,-1%,0.1,1577
Cc1ccc(C(=O)NCCSCc2ccc(Cl)cc2Cl)cc1[N+](=O)[O-],0.1%,i,9,3.5,3.2,4.8,1%,0.32,1299,-2.3%,-0.23,-0.26,0.039,0.12,6%,0.2,1084
COc1cccc(C(C(=O)NCc2ccco2)N(C(=O)Cn2nnc3ccccc32)C2CC2)c1OC (stereo unspecified),-0.1%,i,8,2.4,1.6,5.0,8%,-0.75,1218,0.2%,1.8,0.15,1.6,-0.65,13%,-5.5,962
O=C(O)c1cccc(-n2c(O)c(C=C3N=c4ccccc4=N3)sc2=S)c1,0.2%,.,.,.,.,.,16%,0.16,1343,.,-0.36,-0.26,-0.42,0.21,4%,-0.2,1354
Cc1ccc(NC(=O)C2c3ccccc3Oc3ccccc32)c(C)c1,2.0%[50 µM],i,22,7.3,2.8,1.1,3%,0.24,1460,-2.0%,0.89,-0.2,0.64,-1.4,0%,-0.3,1059
Cc1ccc(-c2csc(NC(=O)C3CC=CCC3C(=O)O)c2C(=O)OC(C)C)cc1 (stereo unspecified),0.0%,i,5,1.6,1.3,5.1,9.1µM*,0.94,1284,0.6%,0.93,0.071,0.74,-1.2,-5%,-3.2,1065
Cc1ccc(C(=O)CSc2nc(C)cc(C)c2C(N)=O)cc1,0.4%[50 µM],i,2,2.3,1.8,8.8,8%,0.13,1715,0.5%,0.5,-0.23,-0.064,-0.11,-2%,-1.1,1149
O=C(Nc1ccc2c(c1)OCO2)C1CCCN(S(=O)(=O)Cc2ccccc2)C1 (stereo unspecified),1.4%,i,-10,0.8,1.1,6.0,-4%,0.71,786,2.3%,0.3,-0.16,0.53,-0.51,1%,-2.7,1137
O=C(O)c1cc(-c2ccc(/C=N/NC(=S)Nc3ccccc3)o2)ccc1Cl,.,i,6,4.0,2.1,3.3,39%,0.12,1439,-1.6%,-0.68,-0.29,-0.42,0.92,31µM*,-0.2,1426
COc1cccc(C2/C(=C(\O)c3ccc(OC)c(OC)c3)C(=O)C(=O)N2c2cc(C)on2)c1 (stereo unspecified),1.0%,i,-1,2.5,2.9,9.1,19%,1.5,1006,-0.5%,-1.2,0.089,-0.43,-0.2,3%,-0.4,1122
CC(C)OCCCNc1ncnc2c1[nH]c1ccccc12,0.6%,i,3,4.3,2.2,0.5,3%,?,.,.,-1.9,-0.37,-0.56,2.5,4%,-0.4,1068
CC(=O)c1c(C)n(-c2ccccc2)c2ccc(OCC(N)=O)cc12,-0.1%,i,-3,1.7,0.6,6.2,22%,-0.03,1544,1.3%,-0.02,-0.27,0.034,0.63,5%,3.5,926
O=C(CSc1nnc(Cn2cnc3ccccc32)o1)c1ccccc1,-0.2%,i,3,3.2,4.2,14,1%,-0.49,1266,.,-0.69,0.47,0.43,1.6,4%,.,.
O=C(C[n+]1ccccc1)N/N=C/c1cccs1,0.2%,i,-7,2.0,3.1,7.0,5%,-0.41,1297,-0.4%,-0.1,-0.25,-0.095,0.66,3%,-2.1,1059
Nc1cccnc1Sc1cccc(Cl)c1,0.1%,i,-22,2.2,2.6,8.3,-4%,-0.47,1516,-1.5%,0.6,-0.22,1.1,-0.67,-4%,0.3,1266
CCNC(=O)CC1C(=O)N(c2ccccc2)C(=O)N1CCC(C)C (stereo unspecified),0.5%,i,8,1.7,1.6,2.9,3%,1.4,1181,-3.6%,0.066,-0.23,-0.32,-0.55,-3%,.,.
Cc1ccc(-c2noc(CNCCCN(C)C)n2)cc1,3.4%,i,5,4.8,2.9,7.3,2%,0.25,1330,-0.7%,-0.3,-0.31,-0.13,0.14,-6%,-4.0,1014
COc1ccc2[nH]c(=O)c(CN(C(C)=O)C3CCCCC3)cc2c1,-0.7%,i,1,1.7,1.9,11,-14%,-1.1,1434,0.6%,-0.75,-0.29,-0.33,0.49,4%,-8.2,923

# Hits appear at their usual frequency. About 2.9% of those tested had a hit in this group.
